# Screens from PubChem.
# GALR2 antag = antagonists of human galanin receptor 2 (GALR2); GALR2-expressing cells, antagonist mode; actives 0.39% (n = 140,000); O43603; inhibition, % at 4 µM; in the data active means inhibition above about 27%;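 further: cells stimulated with galanin 1-16 at roughly its EC80; 0% = agonist challenge control and 100% = basal control without agonist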
# Target sequence (O43603 whole entry, looked up): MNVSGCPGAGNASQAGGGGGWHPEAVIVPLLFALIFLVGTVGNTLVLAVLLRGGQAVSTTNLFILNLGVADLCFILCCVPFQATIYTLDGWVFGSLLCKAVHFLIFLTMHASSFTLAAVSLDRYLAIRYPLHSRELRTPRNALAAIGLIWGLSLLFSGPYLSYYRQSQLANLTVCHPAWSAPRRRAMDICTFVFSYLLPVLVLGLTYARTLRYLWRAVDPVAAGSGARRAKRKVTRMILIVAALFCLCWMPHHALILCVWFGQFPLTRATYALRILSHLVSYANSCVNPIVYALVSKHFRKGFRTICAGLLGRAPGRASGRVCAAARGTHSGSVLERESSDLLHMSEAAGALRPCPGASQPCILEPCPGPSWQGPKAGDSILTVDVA
# MRP1 act = activators of MRP-1; H69AR cells + doxorubicin, viability rescue, CellTiter-Glo; viability increase, % at 10 µM; actives 0.61% (n = 140,000);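 active means viability gain under doxorubicin at or above a set limit, the compound median plus 3 SD, cut at about 4.7% in these data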;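 further: MRP-1 overexpressing cells given doxorubicin 25 µM after compound pretreatment; 18-22 h compound pretreatment then 72 h with doxorubicin before readout; 0% = doxorubicin-only wells and 100% = vehicle-treated cells without doxorubicin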
# Phagocytosis inh = inhibitors of macrophage phagocytosis; AID 1029; actives 0.07% (n = 110,000); inhibition, % at 5 µM; J774A.1 macrophage IgG-bead phagocytosis, imaging;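 active means inhibition above the mean of the plate negative controls plus 5 SD, cut at about 13% in these data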;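 further: phagocytic index as fraction of beads internalized from green versus red external bead signal; plate controls were DMSO negative control for no effect and cytochalasin-D positive control for full effect; some results beyond the cut were filed as inactive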
# PTEN del growth = growth suppressors of cells with PTEN tumor suppressor deletion | HCT116 PTEN-null viability, CellTiter-Glo, 60 h; stronger effect = lower value | viability, % at 10 µM | actives 1.2% (n = 140,000) | AID 827;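 active means viability at or below a set limit, 4 SD under the median of all tested compounds, cut at about 3.7% in these data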;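 further: PTEN knockout HCT116 line with beta catenin targeted HCT116 as companion control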
# Yeast growth inh = chemicals that inhibit yeast BB579 growth in restrictive medium (lifespan-shortening candidates); S. cerevisiae BB579 growth, OD615, 48 h; inhibition, % at 10 µM; actives 0.51% (n = 140,000); AID 804;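 active means inhibition above a set limit, 3 SD over the mean compound inhibition, cut at about 44% in these data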; further: inactives centre near -24
#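 Test system: S. cerevisiae DeaD strain BB579 yeast; Medium: restrictive CSMM-D medium; Compound: one dose, 10 µM compound with 0.25% DMSO; Incubation: 4 h cell preincubation, 48 h compound exposure, 30 °C humidified; Signal: OD at 615 nm; Benchmarks: amphotericin B at 10 µg/mL as positive control.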
# Yeast lifespan up = extends the lifespan of yeast; S. cerevisiae growth with nicotinamide, OD615; deaD strain in restrictive glucose medium; inhibition of the nicotinamide effect, % at 10 µM; actives 0.68% (n = 130,000);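 active means inhibition above a set limit, placed 3 SD over the median of all compounds, cut at about 26% in these data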;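 further: 0% = nicotinamide-treated wells and 100% = cells grown without nicotinamide; some compounds called inactive have numbers as strong as hits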
#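 Test system: DeaD-strain S. cerevisiae / Buffer or medium: restrictive glucose medium / Also added: nicotinamide 1.5 mM / Doses: one concentration, 10 µM, DMSO 0.25% / Schedule: 48 h at 30 °C / Signal: OD615 measurement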
# bCat KO growth = beta-catenin-lacking colon tumor cell growth suppression; HCT116 beta-catenin knockout viability, CellTiter-Glo, 60 h; stronger effect = lower value; viability, % at 10 µM; actives 1.5% (n = 140,000); AID 818;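 active means viability at or under a set limit, the compound median less 4 SD, cut at about 6% in these data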;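 further: 0% = Hyamine 1622 control at 20 µM and 100% = untreated cell control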
# NPY Y2 blocker = NPY-Y2 (human) receptor antagonism | NPY-Y2 expressing cells, antagonist mode | actives 0.99% (n = 140,000) | inhibition, % at 2.7 µM; in the data active means inhibition above about 17%;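 further: 0% = vehicle with agonist challenge and 100% = reference antagonist with challenge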
# Target sequence (P49146 whole entry, looked up): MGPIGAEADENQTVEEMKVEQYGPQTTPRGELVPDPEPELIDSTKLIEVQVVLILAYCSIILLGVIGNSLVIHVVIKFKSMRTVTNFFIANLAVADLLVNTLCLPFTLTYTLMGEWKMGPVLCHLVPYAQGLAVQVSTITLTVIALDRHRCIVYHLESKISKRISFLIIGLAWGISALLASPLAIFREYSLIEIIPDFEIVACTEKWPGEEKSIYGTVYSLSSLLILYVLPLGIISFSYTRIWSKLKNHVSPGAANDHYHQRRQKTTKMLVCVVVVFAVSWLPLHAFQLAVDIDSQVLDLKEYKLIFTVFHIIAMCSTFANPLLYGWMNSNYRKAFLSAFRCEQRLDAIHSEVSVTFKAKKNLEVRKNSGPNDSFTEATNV
# Measles CPE = protection of cells from measles virus; Measles virus-infected cells, CPE protection, absorbance; protection (pct of control), % at 4 µM; actives 1.5% (n = 140,000); AID 841; in the data active means protection mostly above about 24%, no sharp cut-off; inactive means mostly below about 26%; further: some compounds called inactive have numbers as strong as hits
# E-sel TNF inh = blocks E-selectin expression induced by TNF alpha. actives 0.71% (n = 120,000). inhibition, % at 2 µM. HUVEC TNFa-induced E-selectin immunofluorescence, high content;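 active means inhibition above the batch mean plus 3 SD, and confirmed as a hit on visual image review, cut at about 43% in these data; inconclusive means passes the inhibition cutoff but fails visual image review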;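 further: 0% = TNF-stimulated DMSO wells and 100% = unstimulated control wells; not every result past the cut was called active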
# Starred values were filed as active, the others as inactive; ? = inconclusive; · = not tested or not shown.
SMILES,GALR2 antag,MRP1 act,Phagocytosis inh,PTEN del growth,Yeast growth inh,Yeast lifespan up,bCat KO growth,NPY Y2 blocker,Measles CPE,E-sel TNF inh
Cc1cc(OCC(=O)NCCO)cc(C)c1Cl,-1,-0.4,-1,100,-28,-5,102,1,15,4
COc1cc(CNCCc2c[nH]c3ccccc23)ccc1OCc1ccccc1F,-3,-4.9,1,1.6*,8,-14,1.4*,6,22,-12
O=C(Cn1cnc2ccccc2c1=O)N1CCN(Cc2ccccc2)CC1,2,-1.1,-1,100,-43,4,97,0,6,-8
CCOc1ccccc1NC(=O)CC1NCCNC1=O (stereo not given),0,-0.9,·,101,10,-6,99,4,26,·
COCCn1c(SCC(=O)Nc2cccc(OC)c2)nnc1-c1ccc(Cl)cc1,-1,-1.0,1,85,-62,-9,91,6,4,7
Cc1sc2ncnc(Sc3ccccc3C(=O)Nc3ccccc3Cl)c2c1C,-10,-4.9,0,81,-26,-1,75,8,12,10
Cc1ccccc1NC(=O)c1ccc(S(=O)(=O)N(C)C)cc1,0,1.4,·,104,-32,-5,92,1,15,·
O=C(c1ccc(F)cc1)C1CCN(C(=S)Nc2ccccc2)CC1,-2,1.9,·,85,-33,-13,88,1,4,15
Cc1cc(C)cc(NC(=O)c2ccccc2NC(=O)CCC(=O)O)c1,-3,0.2,-4,90,-7,1,101,-1,11,·
Cc1c(C(=O)N2CCN(c3ccc(F)cc3)CC2)sc2nc(-c3ccccc3)cn12,1,-1.0,1,104,-25,-5,97,4,15,·
CCc1nc(SCCO)c2oc3ccccc3c2n1,5,-2.0,0,87,7,-5,97,1,3,13
COCCNC(=O)c1ccc(N2CCC3(CC2)OCCO3)c([N+](=O)[O-])c1,-7,-2.1,-2,110,-12,-3,85,-2,21,26

# An excerpt from above in order of molar mass, low to high:
SMILES,GALR2 antag,MRP1 act,Phagocytosis inh,PTEN del growth,Yeast growth inh,Yeast lifespan up,bCat KO growth,NPY Y2 blocker,Measles CPE,E-sel TNF inh
CCOc1ccccc1NC(=O)CC1NCCNC1=O (stereo not given),0,-0.9,·,101,10,-6,99,4,26,·
Cc1ccccc1NC(=O)c1ccc(S(=O)(=O)N(C)C)cc1,0,1.4,·,104,-32,-5,92,1,15,·
Cc1cc(C)cc(NC(=O)c2ccccc2NC(=O)CCC(=O)O)c1,-3,0.2,-4,90,-7,1,101,-1,11,·

# New compounds follow.
SMILES,GALR2 antag,MRP1 act,Phagocytosis inh,PTEN del growth,Yeast growth inh,Yeast lifespan up,bCat KO growth,NPY Y2 blocker,Measles CPE,E-sel TNF inh
Cc1cccc(Cn2c(=O)c3c(nc4n3CCN4Cc3ccco3)n(C)c2=O)c1,9,-2.7,·,84,-35,-4,81,-1,7,11
COc1cccc(CNC(=O)Cc2ccc(Br)cc2)c1,6,0.7,-3,92,0,-6,84,5,4,·
CCOc1cc2[nH]c(=O)n(CC3CCC(C(=O)NCCCOC)CC3)c(=O)c2cc1OCC (stereo not given),-10,-1.3,-1,113,-72,-5,110,3,1,0
O=C(c1cnccn1)N(c1ccccc1)C1(C(=O)NC2CCCC2)CCCCC1,-6,-1.3,5,94,-18,-5,78,4,39,18
Cc1cccc(-n2[nH]c3c4c(ccc3c2=O)C(=O)c2ccccc2C4=O)c1,0,-6.5,-7,21,-25,-4,33,1,9,·
COc1ccc2oc3cc(C)[n+]([O-])c(-c4ccc(Cl)cc4)c3c2c1,-3,-3.2,-7,53,-31,2,44,4,12,5
Cc1nn(C)c(C)c1S(=O)(=O)N(CC(=O)Nc1nccs1)c1ccc(C(C)C)cc1,14,-2.7,·,96,-20,-4,90,2,3,-14
Cc1ccc(C2=CC(c3ccc(N(C)C)cc3)n3nnnc3N2)cc1 (stereo not given),5,-3.3,0,99,-30,-6,93,7,7,23
Nc1nc(SCC(=O)c2ccc(Oc3ccccc3)cc2)n[nH]1,8,-0.4,0,95,-20,-8,95,2,3,-18
CCN1CCc2c(C#N)c(NCc3ccccc3)nc(NCCO)c2C1,-6,-3.1,-1,91,-19,1,84,3,-1,·
Cc1cccn2c(=O)c(C=NCc3ccco3)c(Nc3ccc(SC(F)F)cc3)nc12,5,-4.3,·,14,-40,-23,37,2,5,-23
COC(=O)N1CC(c2ccccc2)CC1=O (stereo not given),-5,-0.3,·,98,-42,-8,93,0,7,-9
O=C(CN1CCN(c2ccc(F)cc2)CC1)Nc1cccc(C(F)(F)F)c1,2,-3.7,-2,93,-10,-4,80,10,2,·
O=C(CP(=O)(CO)CO)c1ccc(Cl)cc1,-13,-1.3,1,99,-35,-3,101,-1,3,2
COC(=O)[C@H]1C[C@@H]1[C@H](NS(=O)(=O)c1ccccc1)c1ccccc1,-1,-1.8,·,91,0,8,85,0,13,-5
Cc1cc2cc(C(c3nnnn3C3CCCC3)N(Cc3cccnc3)Cc3ccco3)c(=O)[nH]c2cc1C (stereo not given),-7,-3.4,0,47,-16,-3,57,-2,16,1
Cc1ncc(CO)c(/C=N/NC(=O)c2ccc(O)cc2)c1O,9,1.2,-1,91,-10,-4,86,1,14,·
CC1=C(C(=O)OC2CCCCC2)C(c2cccnc2)n2ncnc2N1 (stereo not given),-10,-1.0,4,98,-6,1,88,-1,7,20
Cc1sc2nc(SCC(=O)NCCOCCO)n(C)c(=O)c2c1C,0,-2.0,1,84,-26,-4,91,2,4,-10
CCSc1nnc(NC(=O)NCC(F)(F)F)s1,8,-1.1,0,101,-38,-14,101,1,7,-12
COc1ccccc1N1CCN(C2CCN(C(=O)c3cccc(F)c3)CC2)CC1,-10,-1.4,-5,91,-32,-1,95,2,5,·
COC(=O)CCCC[C@H]1SC[C@H]2NC(=O)N[C@]21O,-5,1.7,-2,103,-17,-1,100,2,4,·
Cc1cccc(C(=O)NC(=S)N2CCN(c3ccc([N+](=O)[O-])cc3)CC2)c1,-2,0.5,-4,101,-57,9,96,1,6,·
Cc1ccc(-c2nnn(CC(=O)NCC3COCCO3)n2)o1 (stereo not given),-11,0.1,-1,107,-40,-3,93,-3,4,·
CCCn1c(NCc2ccc(C)o2)nc2ccccc21,2,-2.1,1,76,-47,4,93,7,5,-17
O=C(c1ccccc1)c1ccc(CN2C(=O)c3ccccc3C2=O)o1,3,-0.6,-4,106,-20,-21,105,1,6,11
CCCn1cc(S(=O)(=O)CC(=O)N2CCc3ccccc32)c2ccccc21,-2,-2.1,-1,87,-52,-1,88,6,9,-17
Cc1cc(C)c2ccc(C)[n+]([O-])c2c1O,13,-0.7,0,108,15,-27,102,2,13,12
CCCCCCN1C(=O)C(O)=C(C(C)=O)C1c1ccc(Cl)cc1 (stereo not given),5,-0.6,-2,84,-12,-8,103,7,3,-21
NC(=O)N/N=C\c1cc(Br)ccc1O,8,-4.0,-7,73,-50,18,77,-1,9,·
CN(C)S(=O)(=O)c1ccc(C(=O)Oc2ccccc2)cc1,-1,-0.3,0,89,-22,-11,86,1,33,23
COc1cccc(N2C(=O)C(Cc3c[nH]c4ccccc34)NC2=S)c1 (stereo not given),5,-2.4,8,99,-31,5,95,0,25,·
CCc1c(C)sc(NC(=O)c2ccco2)c1C(=O)N1CCCCC1,-7,-3.9,-4,89,-18,-11,85,4,38*,4
COc1ccc2[nH]c(=O)c(CN(Cc3cccs3)C(=S)Nc3cccc(C)c3)cc2c1,4,-3.9,-3,63,7,0,62,-1,18,-19
CCOC(=O)C1=C(C)NC(=O)NC1c1cc(C)sc1C (stereo not given),1,-0.5,-1,97,-35,19,112,2,6,-23
CCOC(=O)C1CCN(Cc2nc3ccccc3c(=O)n2-c2ccc(F)cc2)CC1,-17,-3.5,0,85,-35,-1,93,3,3,7
O=c1ccnc(SCn2nnc3ccccc3c2=O)[nH]1,-9,-1.6,1,99,30,-3,84,3,19,-7
Cc1nc(NC(=O)c2ccccc2)sc1-c1csc(NCc2ccco2)n1,4,-2.3,0,83,-36,-16,68,-7,5,-15
O=S(=O)(c1cccc(-c2nnc(-c3ccc(Br)cc3)o2)c1)N1CCCCCC1,-4,-0.2,·,57,-20,-12,38,3,8,?
O=C(Cc1ccccc1)Nc1c2c(nn1-c1cccc(Cl)c1)CS(=O)(=O)C2,5,-2.4,-1,82,-12,-4,81,9,8,·
CN(C)c1nc(Nc2ccccc2)nc(Oc2ccc(=O)[nH]n2)n1,1,-1.5,·,90,-23,-5,90,0,10,-10
O=C(O)/C=C/C(=O)Nc1cccnc1,0,-1.2,-5,94,-1,-4,103,2,13,·
Cc1cc(C)n(CC(=O)n2nc(C)cc2C)n1,-2,-0.4,·,96,9,-5,98,1,12,7
CN(C)C(=O)Cn1c(SCC(=O)N2CCCc3ccccc32)nc2ccccc21,1,-3.8,-3,89,14,-28,81,0,6,42
COC(=O)C1=C(C)NC(=O)CC1c1ccccc1 (stereo not given),-1,-1.5,·,95,-22,·,80,3,5,0
O=C(O)C1CC=CCC1C(=O)Nc1ccccc1C(=O)N1CCN(c2ccc(F)cc2)CC1 (stereo not given),-10,0.4,-5,95,-37,-2,100,5,8,·
O=C(NCCNC(=O)C1CC2CCC1C2)C1CC2CCC1C2 (stereo not given),-16,-1.9,1,107,-22,0,100,2,-1,-5
O=C1CN(C(=O)COC(=O)Cc2ccsc2)c2ccccc2N1,-5,-1.9,0,91,-51,-14,95,2,7,-44
Cc1ccsc1-c1nc(CSCC(=O)NCc2ccc3c(c2)OCO3)c(C)o1,-1,-1.2,0,110,-32,-5,97,4,17,8
CS(=O)(=O)c1ccc2nc(NC(=O)C3COc4ccccc4O3)sc2c1 (stereo not given),-5,-2.5,2,93,-9,-13,86,3,13,·
CCCN=C(C)C1=C(O)c2ccccc2C1=O,0,-0.3,·,103,-30,-3,90,0,4,-23
Cc1cc(C(=O)COC(=O)Cc2n[nH]c(=O)c3ccccc23)c(C)n1-c1ccc2c(c1)OCO2,10,-0.6,-9,32,-50,-1,33,6,24,·
COc1cccc(NS(=O)(=O)c2nc3nc(C)cc(C)n3n2)c1,0,-2.2,0,92,3,-3,102,4,7,22
Cc1c(N=Cc2ccco2)c(=O)n(-c2ccccc2)n1C,9,-0.2,1,106,-17,-16,104,1,8,-18
Cc1cc(C(=O)CC#N)c(C)n1-c1ccc(OC(F)F)cc1,2,-1.6,0,78,-34,-5,69,1,16,8
COc1ccc(C(NC(=O)c2ccc(F)cc2)c2ccccc2)cc1 (stereo not given),4,-0.3,-1,90,-28,3,80,0,12,6
COC(=O)CCC(=O)c1oc2ccc(Br)cc2c1N,-5,-0.4,·,101,-40,-7,95,4,9,1
O=S(=O)(NCCCc1ccccc1)c1ccccc1,-10,-3.0,-1,90,-42,-4,100,2,35*,8
CN1C(=O)NC(c2ccccc2)C2=C1CN(Cc1ccco1)C2=O (stereo not given),4,-3.0,0,91,-17,-3,87,-1,8,-32
O=C(Cc1cccs1)N(Cc1cccs1)C1(C(=O)NC2CCCCC2)CCCCC1,-5,-1.5,·,51,-51,-7,54,37*,5,-4
Cc1cccc(NC(=S)c2nc3ccccc3s2)c1,1,-1.5,-2,87,-30,-14,91,3,5,-6
COC(=O)c1ccc(CSc2ncnc3c2oc2ccccc23)o1,-17,0.8,1,100,-75,-6,92,3,8,4

# Not a hit list (roughly 6.3% active in at least one column).
